Growth percent in the NCI-60 one-dose screen (48 h, 10 µM unless noted): 100 = growth as untreated, 0 = no growth, -100 = all killed.
HL-60(TB): HL-60(TB) leukemia cells; actives 9% (n = 78,000); AID 1794776; active means growth percent below 10
Numbers without * were called inactive; & = joins results of further samples; [ ] = remark or other dose.

Structure	HL-60(TB)
C=C(C)[C@@H]1CC[C@]2(C(=O)NCC#CCN3CCN(C)CC3)CC[C@]3(C)[C@H](CC[C@@H]4[C@@]5(C)Cc6c([nH]c7ccccc67)C(C)(C)[C@@H]5CC[C@]43C)[C@@H]12	70
CCCCCC(=O)OCC(=O)O[C@@H]1C[C@]2(C(C)C)O[C@@]1(C)[C@@H]1CC[C@@H](C)[C@H]1[C@@H]2OC(=O)/C=C/c1ccccc1	79
O=C1c2ccccc2C2NCCCN12 (configuration not stated)	109
Cc1ccc2nc(N=C(N)N)[nH]c2c1	128
O=[N+]([O-])c1ccc2c(c1)-c1ccccc1/C2=N\O	97
CCN1CCN(CCC(=O)Nc2cccc(-n3cc(-c4ccncc4)c(-c4ccc(Cl)c(OC)c4)n3)c2)CC1	-42*
Cc1ccc(S(=O)(=O)OC2C(C)(C)C(OS(=O)(=O)c3ccc(C)cc3)C2(C)C)cc1 (configuration not stated)	116
Cc1c2n(c3ccccc13)Cc1cnnn1C(C(=O)c1ccc(O)cc1)=C2	101
CCC1(N)COC(c2ccccc2)OC1 (configuration not stated)	102
CCOC(=O)N1CCCC1=O	102
CC/C(Cc1ccccc1)=C(\c1ccc(OCCN2CCCCC2)cc1)c1ccc(OC(C)=O)cc1	96
C#Cc1cccc(NC(=O)c2ccc(NC(=O)C=C)cc2)c1	81[8.25 µM]
CCN(CC)CCOC(=O)Nc1cc(Cl)cc(Cl)c1	94
COc1ccc2c(C3NNC(=S)N3)cc(=O)oc2c1 (configuration not stated)	101
C/C(CCC(=O)O)=N\NC(N)=O	102
CCNC(COC(=O)c1ccc([N+](=O)[O-])cc1)C1CCCCC1 (configuration not stated)	93
O=C(NCn1c(=O)[nH]c2ccccc2c1=O)Nc1nc2ccccc2s1	78
NNc1n[nH]c(=S)n1N	58&103&94
CCCSc1cc(Cl)nc(N)n1	152
Cc1cccc(NC(=O)Oc2ccc(Cl)cc2C(=O)c2ccccc2)c1	100
CC(=O)Nc1nc2c(s1)Nc1cc(Cl)c(Cl)cc1NC2=O	85
O=S(=O)(c1ccc(NC(=S)NC23CC4CC(CC(C4)C2)C3)cc1)N1CCCCC1	-29*
CC1=NCCc2ccccc21	105
COc1ccc(/C=C/c2nc3ccccc3c(=O)n2-c2ccc(C#Cc3ccc(C(C)(C)C)cc3)cc2C)c(OC)c1	67
COc1ccc(S(=O)(=O)NCCNc2nccc(-c3c(-c4ccc(O)cc4)nc4sccn34)n2)cc1	139
NC(N)=N/N=C/c1cc(Br)ccc1O	68
O=S(=O)(Cc1ccccc1)NC1c2ccccc2Oc2ccccc21	83
O=C(NC1=Nc2ccccc2C(=O)NN1)c1ccccc1	98
C=C(C)[C@@H]1CC[C@]2(C(N)=O)CC[C@]3(C)[C@H](CC[C@@H]4[C@@]5(C)C/C(=C/c6ccco6)C(=O)C(C)(C)[C@@H]5CC[C@]43C)[C@@H]12	93
CCCSc1nc(NC2CC2)c(C#N)c(-c2ccccc2)n1	98
CCO/C=N/C1=C(C#N)C(c2ccc(OC)cc2)c2sc3c(CC)cccc3c2O1 (configuration not stated)	10.0*
CCCCC/C(=C\c1ccccc1)C1OC(C)CC(C)(C)O1 (configuration not stated)	91
CCOC(=O)c1c(N2CCN(C)CC2)[nH]c(=O)c(C=Nc2ccc(Cl)cc2)c1O	83
C=COC=O	101
CC(=O)Nc1nnc(S(N)(=O)=O)s1	82
Cc1nc2ccccc2c(/C=C/c2ccc(Br)cc2)c1C(=O)c1ccccc1	97
c1ccc(NN(Cc2ccncc2)c2ccccc2)cc1	105
CCCc1cc(=O)[nH]c(=S)[nH]1	94
CCCN(CCC)CCCOC(=O)c1ccc(N)cc1	94
Cc1c(Cl)cccc1NC=O	104
CCCCCCCCCCCCCCCCCC1OCC(COC(=O)O[C@@H](C(=O)O[C@H]2C[C@@]3(O)[C@@H](OC(=O)c4ccccc4)[C@@H]4[C@]5(OC(C)=O)CO[C@@H]5C[C@H](O)[C@@]4(C)C(=O)[C@H](OC(C)=O)C(=C2C)C3(C)C)[C@@H](NC(=O)c2ccccc2)c2ccccc2)O1 (some centres not stated)	4.8*
O=[N+]([O-])c1ccc(Oc2nc(Nc3ccc(O[C@H]4CO[C@H]5[C@@H]4OC[C@@H]5O)c(Cl)c3)ncc2F)c(Cl)c1	26
COc1cccc(-c2nn(C(C)(C)C)cc2-c2ccnc(NCCNS(=O)(=O)c3cccc4ccccc34)c2)c1	98
OCC(O)C(O)C(O)C(O)c1nc2ccccc2s1 (configuration not stated)	100
O=c1[nH]c2cc(-c3ccc4ncnc(N5CCc6cc(F)c(Cl)cc65)c4c3)cnc2[nH]1	84
COc1ccc(/C=N/Nc2nc(-c3no[n+]([O-])c3C)cs2)cc1	98
Cc1c(S(=O)(=O)O)cc(Br)c(O)c1Br	108
O=C1/C(=C/c2ccc3c(c2)OCO3)C(=S)SN1Cc1ccco1	95
COc1cc(C2Nc3c(c(C(C)(C)C)nn3-c3ccccc3)C(=O)CS2)cc(OC)c1OC (configuration not stated)	102
O=C(O)c1ccc2c3ccc(C(=O)O)c4c(C(=O)O)ccc(c5ccc(C(=O)O)c1c25)c43	111

Copied from the entries so far for reference:
Structure	HL-60(TB)
c1ccc(NN(Cc2ccncc2)c2ccccc2)cc1	105
CCCc1cc(=O)[nH]c(=S)[nH]1	94
CCCN(CCC)CCCOC(=O)c1ccc(N)cc1	94
Cc1c(Cl)cccc1NC=O	104
CCCCCCCCCCCCCCCCCC1OCC(COC(=O)O[C@@H](C(=O)O[C@H]2C[C@@]3(O)[C@@H](OC(=O)c4ccccc4)[C@@H]4[C@]5(OC(C)=O)CO[C@@H]5C[C@H](O)[C@@]4(C)C(=O)[C@H](OC(C)=O)C(=C2C)C3(C)C)[C@@H](NC(=O)c2ccccc2)c2ccccc2)O1 (some centres not stated)	4.8*
O=[N+]([O-])c1ccc(Oc2nc(Nc3ccc(O[C@H]4CO[C@H]5[C@@H]4OC[C@@H]5O)c(Cl)c3)ncc2F)c(Cl)c1	26
COc1cccc(-c2nn(C(C)(C)C)cc2-c2ccnc(NCCNS(=O)(=O)c3cccc4ccccc34)c2)c1	98
OCC(O)C(O)C(O)C(O)c1nc2ccccc2s1 (configuration not stated)	100
O=c1[nH]c2cc(-c3ccc4ncnc(N5CCc6cc(F)c(Cl)cc65)c4c3)cnc2[nH]1	84
COc1ccc(/C=N/Nc2nc(-c3no[n+]([O-])c3C)cs2)cc1	98
Cc1c(S(=O)(=O)O)cc(Br)c(O)c1Br	108
O=C1/C(=C/c2ccc3c(c2)OCO3)C(=S)SN1Cc1ccco1	95
COc1cc(C2Nc3c(c(C(C)(C)C)nn3-c3ccccc3)C(=O)CS2)cc(OC)c1OC (configuration not stated)	102
O=C(O)c1ccc2c3ccc(C(=O)O)c4c(C(=O)O)ccc(c5ccc(C(=O)O)c1c25)c43	111

Additional structures:
Structure	HL-60(TB)
COc1ccc(/C(C)=C(\c2ccc(Cl)cc2)c2ccc(OCCN3CCCC3)cc2)cc1F	0.2*
N=c1nc(N)nc2c3cc(Br)ccc3nnn12	92
CCOC(=O)CCCCN1C(=O)S/C(=C\c2ccc([N+](=O)[O-])cc2)C1=O	100
COc1ccc(Nc2nc(NCCNc3ccnc4cc(Cl)ccc34)nc(N3CCOCC3)n2)cc1	23
COc1cc(NC(=O)c2cncnc2Nc2ccc3c(ccn3Cc3ccccn3)c2)cc(OC)c1	4.5*
COC(=O)[C@@H](C)C[C@H](Cc1ccc2ccccc2c1)NC(=O)c1csc([C@@H](C[C@H](C(C)C)N(C)C(=O)[C@@H](NC(=O)[C@H]2CCCCN2C)C(C)C)OC(C)=O)n1	9.4*
Nc1nc(-c2ccc(Cl)cc2)cc(-c2ccc(Nc3nc(Nc4ccccc4)nc(Nc4ccc(Cl)cc4)n3)cc2)n1	105
CN(C)c1ccc(/C=N/Nc2nc(Nc3ccccc3)nc(Nc3ccc(S(N)(=O)=O)cc3)n2)cc1	70
CCN(CC)/C([O-])=c1\cccc\c1=C1\N=C(c2ccccc2)N=C1[n+]1ccc(-c2ccccc2)cc1	92
O=C(CCC(=O)c1nc2ncccc2[nH]1)NN1C(=O)CSC1c1cccc([N+](=O)[O-])c1 (configuration not stated)	99
O=C(N/N=C\c1ccc(Cl)cc1Cl)c1ccc2nc(-c3ccc([N+](=O)[O-])cc3)[nH]c2c1	95
COc1ccc(-c2cc(NC(=O)Nc3ccc(C)cc3)no2)cc1	81
N#C/C(=C\c1ccc2ccccc2c1)C(=O)Nc1sc2c(c1C#N)CCC2	103
CC1(C)CC(=O)C2=C(O)C(=O)C=CC2(O)O1 (configuration not stated)	88
Cc1ccccc1Cn1cc(CSc2nc3ccccc3o2)nn1	108
CC1=C(C)CS(=O)(=O)[C@@]2(C1)Cc1c(C)cccc1C2=O	100
C=CCOC(=O)C1=C(C)NC2=C(C(=O)CC(C)(C)C2)C1c1ccc(O)c(OC)c1 (configuration not stated)	99
Cc1cccc2c1NC(=O)C2=O	130
COc1cc(C2=NN(c3cc(Cl)cc(Cl)c3)C(c3sc(N(C)Cc4ccccc4)nc3Cl)C2)cc(OC)c1OC (configuration not stated)	95
CCN(CC)CCOC(=O)C(c1ccccc1)C1(O)CCCCC1 (configuration not stated)	115
O=C(/C=C/c1ccc[nH]1)c1ccc(-n2ccc(C(F)(F)F)n2)c(F)c1	-11*
COc1ccc(-c2cc(-c3ccccc3)nc(SCCCC(=O)O)n2)cc1	99
COc1cccc(-c2oc3cc(OC)ccc3c(=O)c2O)c1	53
COc1ccc2[nH]c(=O)c(CN3CCN(c4nccc(-c5ccc(Cl)cc5)n4)CC3)cc2c1	90
COc1cccc2cc(-c3cc4ccccc4[nH]3)/c(=N/C(=S)Nc3ccc(Cl)cc3)oc12	115
O=C(Nc1ccc(NS(=O)(=O)c2ccc(F)cc2)cc1)C12CC3CC(CC(C3)C1)C2	96
O=C(Nc1ncc(Cc2ccccc2Cl)s1)c1ccc(OCc2ccccc2)cc1	99
S=C(Cc1ccc(-c2ccccc2)cc1)N1CCOCC1	99
NC(CSC1(c2cccc3ccccc23)c2ccccc2-c2ccccc21)C(=O)O (configuration not stated)	97
O=C(C[N+](=O)[O-])c1ccccc1	108

Single values from above:
HL-60(TB), O=C(Nc1ccc(NS(=O)(=O)c2ccc(F)cc2)cc1)C12CC3CC(CC(C3)C1)C2 reads 96
HL-60(TB), O=C(Nc1ncc(Cc2ccccc2Cl)s1)c1ccc(OCc2ccccc2)cc1 reads 99

(more compounds)
Structure	HL-60(TB)
COC(=O)CC1(C(=O)OC)Nc2cc(Cl)c(Cl)cc2S(=O)(=O)N1O (configuration not stated)	76
O=C1N(O)C2(CCCCC2)/C(=N/O)C12CCCCC2	92
O=C(Nc1ccc(-n2cnc3cc(-c4ccc(O)cc4)ccc32)cc1)C1CC1	88
CC(=O)OCC1(C)CCC(C)CO1 (configuration not stated)	102
C[C@@H](c1ccc2c(c1)[nH]c1ccc(Cl)cc12)c1nc2ccccc2[nH]1	91
Nc1ccc(C(=O)C(=O)c2ccc(N)cc2)cc1	75
NS(=O)(=O)c1ccc(N=Nc2c(O)n(CC(=O)Nc3ccccc3Br)c3ccccc23)cc1	77
Cc1cc2c(c(C)c1Cl)C(=O)/C(=C/c1cccc(O)c1)O2	72
CCOCC(O)CN1CCN(c2ccccc2)CC1 (configuration not stated)	94
CCOC(=O)C1CCN(c2ccc(N3C[C@H](CNC(=O)c4ccc(C(=N)N)cc4)OC3=O)cc2)CC1	101
CC(C)OC1C=CCCC1 (configuration not stated)	97
Cc1cc(O)ccc1N=Nc1ccccc1	87
Oc1ccc2ccccc2c1N=Nc1ccccn1	-32*
CC(=O)OC/C1=C\CC2CCC(C)(O)C(CC(O)/C(C)=C/CC1)C2(C)C (configuration not stated)	121
CCCCc1nc(Cl)c(C2CC(c3ccccc3)=NN2C=O)[nH]1 (configuration not stated)	81
Cc1ccc(-c2cc(C(=O)NCc3ccccc3)nn2-c2ccc(S(C)(=O)=O)cc2)cc1	88
O=C(CCCCCCNC(=O)C(O)(O)C(F)(F)F)Nc1ccc(Br)cc1	10
Cc1nn(-c2ccc(F)cc2)c(C)c1N=Nc1ccccc1	112
c1cnc2scc(Nc3ncnc4c3sc3ncccc34)c2c1	101
CCOC(=O)[C@@H]1C[C@H]1c1ccccc1	108
O=C1NC(=O)C(=Cc2cc(-c3ccc(Cl)cc3)n(-c3ccccc3)n2)C(=O)N1	90
COc1cc(C(=O)c2cc(C(C)=O)c3cccc(C)n23)cc(OC)c1OC	11
CCOC(=O)C1=C(c2ccccc2)N=C2SC=C(c3ccc(Cl)cc3)N2C1c1ccc(Cl)cc1 (configuration not stated)	53
CCOC(=O)C(C)NCc1ccccc1 (configuration not stated)	100
COc1ccc(-c2conc2-c2ccccc2)cc1	15
CCCNCCC(=O)Nc1ccc(Cl)cc1C	85
O=C1OCC/C1=C\OCCCO/C=C1\CCOC1=O	104
Clc1ccc(C2=NN=C3C(Cc4ccccc4)=Nc4ccccc4N3C2)cc1	25
O=C(Nc1ccccc1C(=O)N/N=C(\c1ccccc1)c1ccccn1)c1ccccc1	-24*
O=P(Nc1ccccc1)(Nc1ccccc1)N(CCCl)CCCl	99
CCO[Si](CC)(OCC)OCC	94
C/C(=N/O)[C@H]1CC[C@H]2[C@@H]3CCC4=C/C(=N\O)CC[C@]4(C)[C@H]3[C@H](O)C[C@]12C	85
COc1ccc(C(=O)CSc2nc(Nc3ccc(S(N)(=O)=O)cc3)c(C#N)c(C(C)C)n2)cc1	92
S=c1sc2ccccc2n1CN(c1ccccc1)c1ccc2ccccc2c1	117
COc1ccc(-c2nc(NC(=O)CS(=O)(=O)c3ccc(F)cc3)sc2C)cc1	52
COc1ccccc1C(=O)NN1C(=O)/C(=C/C2=Cc3ccccc3OC2)SC1=S	97
CCN(CC)CCOC(=O)c1ccc(C)c(C)c1	89
Cc1ccccc1-n1nnc(C(=O)Nc2nc(-c3ccccc3)c(-c3ccccc3)s2)c1C	89[50 µM]
O=C(Nc1nc(-c2ccc(F)cc2)cc(-c2ccc(Cl)cc2)n1)c1cccnc1	133
c1ccc(-c2oc3ncnc(NCCCNc4ncnc5oc(-c6ccccc6)c(-c6ccccc6)c45)c3c2-c2ccccc2)cc1	96

High-throughput results from PubChem BioAssay.

Only part of the results is shown, so the mix of outcomes need not match the whole.
